Screening data deposited in PubChem BioAssay by several laboratories.
E coli growth = bacterial growth inhibition, counter-screen for AddAB inhibitors; 330,000 tested, 0.27% active; inhibition, % at 11.9 µM; E. coli V3065 growth, OD600 absorbance, 18 h;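 active = inhibition above the campaign's mean inhibition across all tested compounds plus 3 SD, cut at about 9.9% in these data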;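 also: uninfected addAB+ strain grown without phage in ampicillin broth; 0% = DMSO wells and 100% = ciprofloxacin 0.95 µg/ml wells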
phage Ecoli inh = E. coli growth loss with phage present; growth absorbance; inhibition, % at 11.9 µM; 360,000 tested, 0.26% active; AID 651602; in the data active = inhibition above about 11%
Tat export inh = blocks Tat-dependent protein export in E. coli. E. coli MC4100 TorA-mCherry Tat export, fluorescence. inhibition, % at 10 µM. AID 488895. 340,000 tested, 0.036% active;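 active = mean replicate inhibition at least 50% and at least half of replicates individually reaching 50%; inconclusive = only one of the two criteria met; inactive = neither criterion met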;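 also: exported cargo escapes ClpAP degradation while cytoplasmic cargo is degraded and loses fluorescence; 0% = median of neutral control wells and 100% = median of NaSCN control wells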
Wnt bcat act = activators of Wnt/beta-catenin signaling; 300,000 tested, 1.2% active; activation, % at 9.35 µM; Wnt/beta-catenin reporter cell assay, activator, plate reader; in the data active = activation above about 30%, passing the limit was not always enough; inconclusive = no clear call, values can overlap the other calls;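 also: 0% = neutral control wells and 100% = positive control wells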
PfHsp90 yeast 2 = reduces growth (ATP signal) of yeast expressing P. falciparum Hsp90 | S. cerevisiae expressing PfHsp90, BacTiter-Glo ATP, 48 h; yeast lacking PDR1 and PDR3 efflux regulators | inhibition, % at 9.4 µM | 310,000 tested, 0.32% active;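 active = every replicate shows inhibition above about 80%, whatever the replicate mean, limit read from the data; inconclusive = mean inhibition reaches the set limit but some replicate falls short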;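 also: 0% = DMSO neutral controls and 100% = 20 µM radicicol positive controls; yeast relying on Plasmodium falciparum Hsp90 in place of its own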
AddAB inh = less growth of phage-infected E. coli with AddAB. AID 435030. 330,000 tested, 0.29% active. inhibition, % at 11.9 µM. E. coli expressing H. pylori AddAB, absorbance growth; in the data active = inhibition above about 12%;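 also: 0% = vehicle wells of infected cells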
Rtt109 Vps75 = C. albicans Rtt109 histone acetyltransferase inhibition; 330,000 tested, 0.16% active; Q5AAJ8; purified Rtt109/Vps75, ThioGlo CoA-SH fluorescence, 4 h; inhibition, % at 34.9 µM; AID 540336;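 active = inhibition of at least 50% in every replicate; inconclusive = best replicate reaches 50% inhibition but some replicates fall short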
Target sequence (Q5AAJ8 whole entry, looked up): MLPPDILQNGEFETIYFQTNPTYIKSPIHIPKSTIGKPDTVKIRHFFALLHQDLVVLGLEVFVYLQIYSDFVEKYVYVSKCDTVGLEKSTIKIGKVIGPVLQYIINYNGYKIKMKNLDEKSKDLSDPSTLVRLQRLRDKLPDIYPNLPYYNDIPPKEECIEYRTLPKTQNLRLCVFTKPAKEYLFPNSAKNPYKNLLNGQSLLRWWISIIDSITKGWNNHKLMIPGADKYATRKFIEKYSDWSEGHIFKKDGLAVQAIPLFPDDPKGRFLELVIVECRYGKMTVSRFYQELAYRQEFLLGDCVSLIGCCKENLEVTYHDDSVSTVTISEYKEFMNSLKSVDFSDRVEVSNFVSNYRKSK
CAL PDZ FP = blocks peptide binding to human CAL PDZ domain | Q9HD26 | purified CAL PDZ, TMR-peptide fluorescence polarization, 1 h | inhibition, % at 20 µM | 330,000 tested, 0.02% active | AID 504414;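 active = highest replicate inhibition of at least 40%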;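 also: plate controls were DMSO neutral control wells for no effect and unlabeled competitor peptide control wells for full effect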
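Control set: unlabelled peptide and DMSO controls / Material: purified CerCALP PDZ construct / Timing: 1 h incubation at room temperature before polarization reading / Doses: 20 µM, one dose / Detection: fluorescence polarization (mP)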
DAGLB inh = blocks human DAGLB lipase activity. Q8NCG7. HEK293T DAGLB membrane lysate, EnzChek fluorogenic substrate. inhibition, % at 5.17 µM. 340,000 tested, 0.059% active; in the data active = inhibition above about 34%;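 also: 0% = enzyme with vehicle and 100% = wells lacking enzyme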
Target sequence (Q8NCG7 whole entry, looked up): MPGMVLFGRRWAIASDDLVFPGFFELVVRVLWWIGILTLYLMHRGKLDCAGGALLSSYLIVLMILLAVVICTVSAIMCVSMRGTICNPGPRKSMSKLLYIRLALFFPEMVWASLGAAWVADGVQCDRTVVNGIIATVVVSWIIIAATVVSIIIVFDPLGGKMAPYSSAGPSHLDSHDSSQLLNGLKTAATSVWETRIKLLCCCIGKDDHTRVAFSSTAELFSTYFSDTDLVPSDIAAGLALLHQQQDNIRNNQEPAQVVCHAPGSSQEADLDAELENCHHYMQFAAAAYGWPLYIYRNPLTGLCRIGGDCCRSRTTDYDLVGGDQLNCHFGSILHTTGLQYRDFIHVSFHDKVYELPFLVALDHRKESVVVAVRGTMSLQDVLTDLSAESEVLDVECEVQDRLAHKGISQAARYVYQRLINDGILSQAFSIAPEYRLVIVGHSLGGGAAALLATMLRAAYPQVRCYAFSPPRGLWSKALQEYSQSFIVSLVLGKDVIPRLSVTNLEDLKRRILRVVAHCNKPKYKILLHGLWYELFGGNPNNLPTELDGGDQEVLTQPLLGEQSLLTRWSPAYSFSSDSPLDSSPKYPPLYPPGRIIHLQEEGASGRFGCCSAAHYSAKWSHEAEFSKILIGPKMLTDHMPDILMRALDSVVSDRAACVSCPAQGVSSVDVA
PvdQ inh = blocks Pseudomonas aeruginosa PvdQ acylase activity | AID 488965 | 340,000 tested, 0.063% active | inhibition, % at 10 µM | purified PvdQ acylase, fluorescence plate reader; in the data active = inhibition above about 30%, passing the limit was not always enough; inconclusive = no clear call, values can overlap the other calls;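 also: 0% = vehicle neutral wells and 100% = reference inhibitor wells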
An asterisk follows results filed as active; ? = inconclusive; / = not tested or not shown. Compounds were not picked by outcome; any-hit rate near 1.9%.

SMILES	E coli growth	phage Ecoli inh	Tat export inh	Wnt bcat act	PfHsp90 yeast 2	AddAB inh	Rtt109 Vps75	CAL PDZ FP	DAGLB inh	PvdQ inh
CC(C)=C(NC(=O)c1ccccc1)C(=O)N1CCOCC1	0.7	1.9	-6	-1	19	3.0	5	1.0	-1	-1
O=C(COC(=O)c1ccccc1Sc1ccc(C(F)(F)F)cc1[N+](=O)[O-])NC(=O)NC1CCCC1	2.5	3.0	-4	/	-8	-0.7	1	-1.7	3	-2
Cc1ccc(C)c(N(C)C(=O)COc2cc(=O)n(C)c3ccccc23)c1	-1.4	1.2	10	1	19	3.0	2	-0.8	-2	-14
O=C(Nc1nnc(C2CC2)s1)C1CC(=O)N(c2ccc3c(c2)OCCO3)C1 (configuration not stated)	-1.6	3.4	2	/	15	-1.4	-10	0.5	2	-2
CC(C)CNc1nnnc2c1sc1nc(N3CCOCC3)c3c(c12)CC(C)(C)SC3	-0.2	1.4	6	/	-45	-2.8	0	-4.8	0	-10
CCCc1[nH]nc2c1C(c1ccc(OC)c(Cn3nnc4ccccc43)c1)C(C#N)=C(N)O2 (configuration not stated)	-0.9	/	3	/	9	-2.8	0	-0.3	2	-13
O=c1c2ccccc2[nH]c(=S)n1CCCN1CCC(Cc2ccccc2)CC1	2.1	-0.3	-6	-3	14	2.0	-10	-3.3	1	-9
COc1ccc2[nH]c(=O)c(C3c4cc(OC)c(OC)cc4CCN3C(=O)c3ccco3)cc2c1 (configuration not stated)	-2.0	1.5	4	-1	31	-1.0	-8	-3.3	1	-7
Cc1cc(NC(=O)C(C)SCC(=O)Nc2ccccc2C(C)(C)C)no1 (configuration not stated)	-0.7	5.1	-1	-4	18	-4.6	6	-2.5	1	-11
COc1ccc(C2SCC(=O)N2c2nc3ccccc3s2)cc1 (configuration not stated)	0.5	4.2	-3	-5	/	0.1	-6	-1.6	-6	-16
CSCC[C@H](NC(=O)OC(C)(C)C)C(=O)NCC1CCC(C(=O)N[C@@H](Cc2ccccc2)C(=O)O)CC1 (some centres not stated)	3.0	-1.7	-11	1	25	1.1	-4	/	2	-8
Cc1cccc(C(C)C)c1NC(=O)C1CN(S(=O)(=O)c2ccccc2)CCN1S(=O)(=O)c1ccccc1 (configuration not stated)	-1.0	0.6	-12	/	29	-0.3	1	-0.4	-1	-15
CCOc1ccc(NCC(=O)Nc2ccc(C)cc2C)cc1	-2.9	3.3	2	4	11	0.1	8	0.1	4	0
Cc1c(Cl)cnc(NC(=O)COC(=O)c2ccc(S(=O)(=O)NCc3ccco3)cc2)c1Cl	-2.0	2.1	-3	-2	13	0.3	8	-2.9	4	-2
COc1ccc(C2NS(=O)(=O)OCC2C)cc1 (configuration not stated)	0.1	/	-3	/	19	-0.6	4	-0.2	-5	8
COc1ccc(CN(C)S(=O)(=O)c2c(C)noc2C)cc1OC	-2.2	-0.9	1	5	-44	-0.1	12	0.2	-2	5
O=C(c1ccccc1)c1nc2ccccc2[nH]c1=O	-1.2	2.6	-5	/	/	1.1	-20	-0.6	1	3
CCCCN(CCCC)CCCNC(=O)CN1C(=O)COc2ccc(S(=O)(=O)N3CCC(C)CC3)cc21	0.4	0.1	1	1	-22	0.2	7	-1.6	-1	5
C/C(=N\O)C1(C)N(O)C(C)(C)C(c2ccco2)=[N+]1[O-] (configuration not stated)	-1.0	2.8	0	0	-23	4.7	4	-1.8	-2	-7
N#CC1=C2N=C(N)c3ccccc3N2C2=C(C(=O)CCC2)C1c1ccc(F)cc1 (configuration not stated)	-1.3	0.8	-1	-7	-1	0.0	23	0.6	0	-3
CS(=O)(=O)N(Cc1ccc(C(=O)Nc2ccccc2Sc2ccccc2)cc1)c1ccccc1	0.6	0.7	6	-1	18	1.6	3	-0.5	4	-3
CC1CCN(CC(=O)N2CC(=O)Nc3ccccc32)CC1	-3.6	0.9	3	-2	/	1.5	6	-2.5	1	-14
CN(C)CC1C2CCC(C2)C1O (configuration not stated)	/	2.1	-4	-3	/	/	-5	-1.2	-1	-10
Cn1cc(-c2nc3ccccc3[nH]2)c2ccccc21	-1.6	4.8	-5	25	12	3.0	3	-0.9	-3	-10
CCC1(CC)C(=O)NC(=S)N=C1N	/	3.2	4	2	-18	/	4	-0.8	0	-3

Next part (3 carried over from the part before).
SMILES	E coli growth	phage Ecoli inh	Tat export inh	Wnt bcat act	PfHsp90 yeast 2	AddAB inh	Rtt109 Vps75	CAL PDZ FP	DAGLB inh	PvdQ inh
CN(C)CC1C2CCC(C2)C1O (configuration not stated)	/	2.1	-4	-3	/	/	-5	-1.2	-1	-10
Cn1cc(-c2nc3ccccc3[nH]2)c2ccccc21	-1.6	4.8	-5	25	12	3.0	3	-0.9	-3	-10
CCC1(CC)C(=O)NC(=S)N=C1N	/	3.2	4	2	-18	/	4	-0.8	0	-3
Cc1nn(CC(=O)OCC(=O)c2ccc(OC(F)F)cc2)c(C)c1[N+](=O)[O-]	3.3	3.2	0	2	11	3.0	2	-2.9	-1	-6
CCc1cc2cccc(C)c2nc1SCC(=O)N1CCN(C(=O)c2ccco2)CC1	-1.6	0.2	13	-2	-15	0.6	2	-1.3	-3	-10
COc1ccc(N=CC2=C(O)CCCC2=O)cc1	0.8	1.8	-8	/	1	2.3	-3	-0.1	-1	10
CC(C)(C)C(C(=O)n1cccc1C#N)c1ccccc1 (configuration not stated)	-1.2	3.0	9	-2	-21	-0.1	-1	0.4	-4	-10
Cc1ccc(Cn2nc3c(cc2=O)CCc2ccccc2-3)cc1	2.7	3.0	2	-1	-2	1.6	-1	-0.8	-6	-5
Cc1cccc(C)c1OC(=O)CSc1nnc(-c2ccccc2)o1	-0.6	2.2	-5	/	-6	-0.2	1	-3.9	-13	-22
O=C(Nc1cccnc1)c1cc(-c2ccc3c(c2)OCO3)on1	0.3	1.4	-5	/	13	0.8	-5	-0.3	3	0
Cc1cc(C(=O)Nc2ccc(F)c(Cl)c2)on1	-1.3	3.7	-1	5	-7	-1.7	3	0.1	-1	?
COc1cc2ccc(=O)oc2c(O)c1OCC=C(C)C	-0.1	-0.9	27	-2	46	-0.3	0	0.1	4	5
CN1CCCC(OC(=O)/C(C#N)=C/c2ccccc2)C1 (configuration not stated)	1.0	0.1	6	-1	4	0.5	15	-0.1	-3	3
O=C(c1cnc2c(c1)COc1ccc(Cl)cc1-2)c1ccccc1O	-1.2	-3.4	-3	-1	9	0.9	1	0.5	-16	9
CCOC(=O)C(Cc1cc(N)c(Oc2ccc(OC)cc2)c(N)c1)NC(C)=O (configuration not stated)	/	0.9	-1	-1	/	/	-2	0.0	0	-26
O=C(c1cccc(NS(=O)(=O)c2ccc(F)c(F)c2)c1)N1CCCCC1	/	-0.5	-8	-1	/	/	-5	-1.7	3	-6
C[C@@H]1CN([C@@H](C)CO)C(=O)Cc2cc(NC(=O)Nc3ccc(F)cc3)ccc2O[C@@H]1CN(C)Cc1ccc(Cl)c(Cl)c1	2.0	-0.4	-5	-21	-24	0.2	-3	-1.7	0	-3
CN=C1c2ccccc2CN1c1cccc(C(=O)OC)c1	0.7	2.5	-3	/	-2	2.4	6	-0.9	0	-15
Cc1ccccc1Nc1nc(N)nc(COC(=O)C(NC(=O)c2ccco2)C(C)C)n1 (configuration not stated)	-1.7	-0.1	7	/	/	-1.4	/	-2.4	4	-5
COc1ccc(CN2C(=O)[C@@H]3C(c4ccc(F)cc4)=NO[C@@H]3C2=O)cc1	-2.3	-0.4	-4	-1	-16	5.2	2	0.0	-5	-14
COc1ccc(C(=O)Cc2cc(OC)c(OC)cc2C(=O)c2ccccc2F)cc1OC	1.0	1.6	8	0	13	5.2	-4	0.5	0	6
CC(OCC(O)CN1CCCCC1CCO)c1ccc(Cl)cc1 (configuration not stated)	1.5	1.2	-3	0	-14	4.1	1	-2.4	-1	-14
O=c1[nH]cnc2c1c(-c1ccccc1)cn2-c1ccc(F)cc1	-0.1	3.4	2	0	-28	-1.0	12	-2.0	1	1
CC(=O)c1ccc(NC(=O)c2cnsn2)cc1	2.0	2.9	-5	27	/	1.4	2	-0.6	0	-11
COc1ccc(OC)c(-c2cc(C(=O)N3CCc4ccccc4C3)no2)c1	1.1	0.6	19	/	/	0.7	-6	/	-5	6
COc1ccc(S(=O)(=O)N2CCC(C(=O)NCc3ccco3)CC2)cc1C	1.9	-1.1	-5	-1	0	4.4	8	-0.2	-2	-12
O=C(CCC(=O)Nc1ccccc1)NNS(=O)(=O)c1ccccc1[N+](=O)[O-]	-2.2	3.6	-1	-2	-10	1.2	-2	-1.2	-3	-5
Cc1cc(C)c(S(=O)(=O)N2CCOC2CNC(=O)C(=O)NCCCN2CCCC2=O)c(C)c1 (configuration not stated)	-3.1	2.2	-3	-3	27	1.0	0	-0.7	-1	-10

Next section.
SMILES	E coli growth	phage Ecoli inh	Tat export inh	Wnt bcat act	PfHsp90 yeast 2	AddAB inh	Rtt109 Vps75	CAL PDZ FP	DAGLB inh	PvdQ inh
CCc1nnc(NC(=O)C2Cc3ccccc3CN2S(=O)(=O)c2ccc(C)cc2)s1 (configuration not stated)	-1.3	2.9	0	/	-4	-0.9	2	-2.4	2	-14
COc1ccccc1/C=C/CN1CCOCC1	0.7	/	-6	0	-9	-0.1	-4	-1.8	-4	-13
O=C(CSc1ccccc1C(=O)O)NCc1ccccc1	-0.6	-1.8	-5	0	5	1.4	-3	0.1	0	-9
Cc1[nH]n(-c2ccccc2)c(=O)c1/C=N/N1C(=O)c2ccc3c4c(ccc(c24)C1=O)CC3	2.4	5.4	-6	-2	-22	1.9	0	-1.2	2	-13
CN(C(=O)CNc1ccccc1Cl)C1CCS(=O)(=O)C1 (configuration not stated)	2.1	4.3	4	-1	14	0.3	3	-1.6	-1	-6
COc1cc(/C=N/n2c(C3CCCCC3)n[nH]c2=S)cc(Br)c1O	0.8	5.9	12	2	-9	0.8	3	-1.8	1	-12
CC(C)CC1=NN(C(=O)c2cccnc2)C(O)(C(F)(F)F)C1 (configuration not stated)	1.5	0.4	-1	/	-9	4.3	0	-1.8	2	-17
CCCCCc1nc(N)c(C#N)c(-c2ccco2)c1CCCC	4.5	3.1	-8	-1	-41	5.0	-8	-0.3	-3	3
CCOc1nc(-c2ccccc2Cl)nc2ccccc12	-1.3	2.6	-8	0	-3	1.8	11	-0.4	/	8
CC[C@]1(C(=O)OC)[C@H]2C(=O)N(C)C(=O)[C@H]2[C@H]2CN=C(SCc3ccc(C#N)cc3)N21	1.4	3.8	-2	-1	-3	2.7	-9	-1.3	-1	9
Cc1cc(C)nc(N2CCC(C(=O)N3CCN(c4cc(Cl)ccc4C)CC3)CC2)n1	1.8	0.9	12	-10	-18	1.9	0	/	1	-11
COCC(C)NC(C(=O)Nc1cccc(C(C)=O)c1)c1ccccc1 (configuration not stated)	-0.2	2.8	2	1	-10	-0.3	19	-1.7	2	0
COc1cccc(CN2CC(C(=O)NCCn3cccn3)CCC2=O)c1 (configuration not stated)	0.6	-0.2	2	2	18	1.9	2	-1.0	-1	-10
